mcGAS MS inh: mouse cGAS inhibition by mass spec; Q8C6L5; recombinant mouse cGAS, cGAMP by RapidFire MS; inhibition, % at 12.5 µM; 130,000 compounds, 0.18% hits; AID 1259397;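 active = inhibition of cGAS enzyme activity at or above 60%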;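 also: enzyme stimulated by 45 bp dsDNA with ATP and GTP substrates; cGAMP share of summed cGAMP plus half ATP and half GTP signals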
Target sequence (Q8C6L5 whole entry, looked up): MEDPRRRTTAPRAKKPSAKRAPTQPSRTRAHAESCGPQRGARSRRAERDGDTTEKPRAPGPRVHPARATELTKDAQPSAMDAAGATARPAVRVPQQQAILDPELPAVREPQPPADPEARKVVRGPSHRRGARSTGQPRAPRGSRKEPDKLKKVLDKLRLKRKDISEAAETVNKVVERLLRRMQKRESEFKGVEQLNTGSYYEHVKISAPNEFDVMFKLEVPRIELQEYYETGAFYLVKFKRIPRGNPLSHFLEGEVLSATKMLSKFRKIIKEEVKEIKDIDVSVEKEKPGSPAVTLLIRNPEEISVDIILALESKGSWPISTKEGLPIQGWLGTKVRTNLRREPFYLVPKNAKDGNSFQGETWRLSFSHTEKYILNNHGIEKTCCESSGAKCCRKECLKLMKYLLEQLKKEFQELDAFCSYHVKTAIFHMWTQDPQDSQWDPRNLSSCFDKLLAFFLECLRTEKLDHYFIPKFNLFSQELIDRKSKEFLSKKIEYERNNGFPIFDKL
Starred values were filed as active, the others as inactive; & = joins results of further samples.

no.	mcGAS MS inh	structure
1	-3.9	Cc1csc(N2CCN(Cc3nnnn3C3CC3)CC2C)n1 (centres undefined)
2	-5.6	CC(C)CCOP(=O)(c1ccc(N(C)C)cc1)C(O)C(C)C (centres undefined)
3	-9.2	COc1ccccc1-n1nc(CC(C)C)nc1CCc1cnn(C)c1
4	1.2	Cc1ccc(S(=O)(=O)N2CCN(Cn3nc(C)sc3=S)CC2)c(C)c1
5	9.4	CCCCN(C)CCNc1ncnc2nc[nH]c12
6	-8.5	COC(=O)C1CCN(C(c2cccc(OC)c2)C2Sc3nc(C)nn3C2=O)CC1 (centres undefined)
7	-7.6	C=C(C)COc1ccc(-n2c(C)cn3c4c(=O)n(C)c(=O)n(C)c4nc23)cc1
8	-0.4	COC1(OC)N=C(N)C2(C#N)C(c3ccccc3Cl)C12C#N (centres undefined)
9	-7.2	CCCN(Cc1nnc(-c2cccs2)o1)C(=O)c1ccc(=O)[nH]c1
10	1.6	COc1ccc2[nH]c(-c3ccccc3)c(CCNC(C)=O)c2c1
11	-9.9	CCCCOc1ccc(C(=O)Nc2cc(C3CC3)nn2-c2nc(C)c(C)c(=O)[nH]2)cc1
12	-8.2&0.3&8.5	S=c1nc[nH]c2nc[nH]c12
13	-8.6	Cc1cnc(C(=O)N2CCCC(C(=O)c3ccc4c5c(cccc35)CC4)C2)cn1 (centres undefined)
14	-5.1	CSc1ccc(CN2CCC2(C)C(=O)NCc2cccs2)cc1 (centres undefined)
15	-1.4	CSCc1noc(CNC2CCN(c3cccc(C)c3C)CC2)n1
16	-10.0	Cc1cc(C2CCC2)nc(N2CC(n3cccn3)C2)n1
17	-9.5	COCCNC(=O)Cn1nc(C(C)C)c2cnn(-c3ccc(F)cc3)c2c1=O
18	-5.2	Cc1ccc(OCC2CN(C(=O)c3ccc(C#N)cc3F)CCO2)cc1 (centres undefined)
19	-3.2	CN(C)Cc1nc(C(=O)N(C)Cc2nc3ccc(F)cc3[nH]2)cs1
20	-29.7	CCn1c(C2CCCN(C(=O)CCn3c(C)cccc3=O)C2)nn(C)c1=O (centres undefined)
21	-6.5	Cc1ccc2cc(CN3CCN(c4ncc(F)cn4)CC3)c(=O)[nH]c2c1
22	6.8	COCC1CCN(C(=O)c2ccc(OC3CCN(S(C)(=O)=O)CC3)c(Cl)c2)C1 (centres undefined)
23	-5.3	Cc1ccc(-c2nc(C(=O)Nc3nccs3)cs2)cc1
24	-6.6	C=C(Br)CN(Cc1cccc(O)c1)C1CCC(O)CC1 (centres undefined)
25	-10.6	CC1=CC(=NNc2ccc(C(F)(F)F)cn2)CC(C)(C)C1

(further entries)
no.	mcGAS MS inh	structure
26	-7.1	COc1ccc(/C=C2\Oc3cc(OCC(N)=O)ccc3C2=O)cc1
27	2.1	CCOc1ccc(CNC(=O)N2CCC3(CC2)OCCO3)cc1F
28	-10.7	COc1cccc(-c2cnc(C(O)c3ccccc3OC)[nH]2)c1 (centres undefined)
29	11.0	COc1ccc(-c2csc(C(C#N)C(=O)CC3C=CCC3)n2)cc1 (centres undefined)
30	2.9	Cn1c(=O)c2c(ncn2CC(=O)NCCC23CC4CC(CC(C4)C2)C3)n(C)c1=O
31	-6.9	COc1ccc(CN(C(=O)Nc2cccc(Cl)c2)C2CC2)cc1
32	6.5	COc1ccccc1/C=C/C1=NC(=C\c2ccc(Cl)c(Cl)c2)/C(=O)O1
33	-9.4	CCOC(=O)N1CCN(C(c2ccc(OC)cc2)C2Sc3nc(C)nn3C2=O)CC1 (centres undefined)
34	-3.6	CC1(C)CC(NC(=O)COc2cc(Cl)ccc2Cl)CC(C)(C)N1
35	1.1	O=C1C(=Cc2cc(Br)ccc2F)SC(=S)N1CCCN1CCOCC1
36	-8.6	OC(COc1ccccc1)CSc1nnnn1CC1CCCO1 (centres undefined)
37	-14.4	COc1ccc(F)c(CN2CCCC3(CCN(C(=O)/C=C/c4ccco4)C3)C2)c1 (centres undefined)
38	2.7	NOCc1ccccc1
39	7.3	CSCCC(NC(=O)c1ccccc1Cl)C(=O)NCC1CCOC1 (centres undefined)
40	-11.5	CC1(C(=O)Nc2cccc(NS(C)(=O)=O)c2)CCN1Cc1ccccc1OC(F)F (centres undefined)
41	-3.9	CCOCCn1c(N2CCC(C(N)=O)CC2)nc2c1c(=O)n(C)c(=O)n2C
42	4.9	Cc1sc(-c2cccc(O)c2)nc1-c1ccccc1
43	-0.7	COc1cccc(NC(=O)Cn2nc(C3CC3)c3cnn(-c4ccc(C)cc4C)c3c2=O)c1
44	6.2	CN(Cc1ccc(C(C)(C)C)cc1)C(=O)c1ccc2nc[nH]c2c1
45	-2.0	CCc1[nH]nc(NCc2ccccc2C)c1C
46	-7.8	O=C1CSC(c2cccc(C(F)(F)F)c2)N1c1ccc(O)cc1 (centres undefined)
47	-15.7	Cc1cnc(C)c(Oc2ccccc2CN2CCCCC2)n1
48	-6.8	Cc1cc(NC(=O)CC2CSc3ncc(C)c(=O)n32)no1 (centres undefined)
49	-7.6	CCc1ccc2nc(C)cc(C(=O)N3CC(c4cccnc4)C3)c2c1
50	-14.7	CCc1nn(C)c(Cl)c1CN1CCCC(OCc2ccccn2)C1 (centres undefined)

An excerpt of these results, field by field:
42: Cc1sc(-c2cccc(O)c2)nc1-c1ccccc1
  mcGAS MS inh: 4.9
43: COc1cccc(NC(=O)Cn2nc(C3CC3)c3cnn(-c4ccc(C)cc4C)c3c2=O)c1
  mcGAS MS inh: -0.7
44: CN(Cc1ccc(C(C)(C)C)cc1)C(=O)c1ccc2nc[nH]c2c1
  mcGAS MS inh: 6.2
45: CCc1[nH]nc(NCc2ccccc2C)c1C
  mcGAS MS inh: -2.0

As a working copy, five of the compounds above:
no.	mcGAS MS inh	structure
34	-3.6	CC1(C)CC(NC(=O)COc2cc(Cl)ccc2Cl)CC(C)(C)N1
35	1.1	O=C1C(=Cc2cc(Br)ccc2F)SC(=S)N1CCCN1CCOCC1
36	-8.6	OC(COc1ccccc1)CSc1nnnn1CC1CCCO1 (centres undefined)
37	-14.4	COc1ccc(F)c(CN2CCCC3(CCN(C(=O)/C=C/c4ccco4)C3)C2)c1 (centres undefined)
38	2.7	NOCc1ccccc1

The list continues.
no.	mcGAS MS inh	structure
51	-3.6	CCCCn1c(C)cn2c3c(=O)[nH]c(=O)n(C)c3nc12
52	-4.7	OCCCC(Nc1cncc(Cl)n1)c1ccccc1 (centres undefined)
53	-5.1	CCNS(=O)(=O)c1ccc(C(=O)N(C)Cc2ccc(Cl)s2)cc1
54	-1.3	CCOc1ccc(/C=N\Nc2ncnc3nc[nH]c23)cc1
55	-11.5	Cc1ccc2[nH]c(C(=O)NC(C)Cc3cc(C)[nH]n3)c(C)c2c1 (centres undefined)
56	0.1	CCCCn1c(SCC(=O)NC(C)CC)nc2sc(C)c(C)c2c1=O (centres undefined)
57	0.8	CC1COCCN1c1ccc(NC(=O)c2cnn(C(C)(C)C)c2)cc1 (centres undefined)
58	6.8	NCCn1ncc2c(=O)n(Cc3ccccc3)cnc21
59	-2.1	CN(CC(=O)Nc1ccccc1Cl)C(=O)c1sccc1-c1ccccc1
60	-1.8	CC12CC(NC(=O)N1c1cc(F)ccc1F)c1ccccc1O2 (centres undefined)
61	24.2	Cc1ccc2c(c1)c(N=NC(=O)c1ccncc1)c(O)n2CCC(C)C
62	-17.3	Cc1ccc(-c2ccc(=O)n(Cc3cccnc3)n2)cc1C
63	6.2	CC1=C(C(=O)OC(C)C)C(c2ccccc2)NC(=O)N1 (centres undefined)
64	-6.5	O=C1OC2CC1(O)CC(O)C2O (centres undefined)
65	-3.0	COc1cccc(Nc2nnc(SCCO)s2)c1
66	-6.5	CC(C)CN1CC(C(=O)Nc2ccc(Br)cn2)CC1=O (centres undefined)
67	2.6	CN(C)C(=O)COC(=O)CNC(=O)Cc1ccccc1
68	-1.7	CC(=O)Nc1ccc(CN2CCCC(N3CCN(c4ccccc4)CC3)C2)cc1 (centres undefined)
69	-11.6	CN(Cc1ccc(Br)o1)Cc1nc(C(C)(C)C)no1
70	-9.7	CC(C)n1cnnc1CCNCc1cc2c(cc1OC(F)F)OCO2
71	-5.4	C=CCNc1ccccc1C(=O)NCC1CN(S(C)(=O)=O)CCO1 (centres undefined)
72	25.2	Cc1cc(N(C)/N=C\c2ccc(OCC(=O)O)cc2)nc(-c2ccccc2O)n1
73	-0.9	CN(Cc1n[nH]c2c1CCC2)c1nccc(CCC(F)(F)F)n1
74	-10.5	CCNC(=O)[C@@H]1CCCN1S(=O)(=O)NCc1ccccc1
75	4.7	COCc1nnc(NS(=O)(=O)c2ccc(Br)cc2)s1

Additional compounds
no.	mcGAS MS inh	structure
76	9.6	O=C(CCN1CCCCO1)NC1CCCc2nc(-c3ccccc3)ncc21 (centres undefined)
77	2.5	CCS(=O)(=O)c1ncc(CN2CCCC(C(=O)c3nccn3C)C2)n1CCOC (centres undefined)
78	8.2	CCCCc1c(O)n2c(nc3ccccc32)[nH]c1=O
79	1.7	CCN(C(=O)CCc1ccncc1)C1CN(C(=O)OC(C)(C)C)C1
80	-5.8	CCN(CCn1cccn1)Cc1cn[nH]c1-c1ccc(-c2ccccc2)cc1
81	15.9	CCn1c(SC(C)C(=O)NCc2ccc(F)cc2)nnc1C1CC1 (centres undefined)
82	-5.8	COc1ccc(C(=O)N(CCc2ccccc2)Cc2ccccn2)c(OC)c1OC
83	-2.9	COCCn1c(C)cc(O)c(C(c2ccccc2)N2CCC(C)CC2)c1=O (centres undefined)
84	-4.8	Cc1ccc(Nc2nc(N3CCN(Cc4ccccc4)CC3)nc3nccnc23)cc1Cl
85	-6.3	CC(C)C(c1cccnc1)N(C)S(=O)(=O)Cc1cccc(C#N)c1 (centres undefined)
86	-14.2	CN(CC1(CO)CCOCC1)c1nc(-c2cccnc2)nc2c1CNC2
87	-0.4	O=C(O)CCc1nnc(SCc2ccc(Cl)cc2Cl)[nH]c1=O
88	-12.9	CCSc1nnc(SCC(=O)NC(=O)NCc2ccccc2)s1
89	2.2	COc1ccc2c(c1)CCN(C(=O)c1nnn(-c3nc4c(s3)CCCC4)c1C)C2
90	-4.7	O=S(=O)(c1cc(Cl)cc(Cl)c1)N1CCC(c2nnc3ccccn23)CC1
91	-5.0	COc1cc(C(=O)NCCc2cn3ccccc3n2)ccc1OC1CCN(C(C)=O)CC1
92	-2.9	Cn1c(=O)c2nc(Sc3ccccc3C(=O)O)n(C)c2n(C)c1=O
93	-4.5	O=C(Nc1nccs1)c1cccc(CN2CCCC2Cn2cccn2)c1 (centres undefined)
94	6.7	Cc1cc2n(CC(O)COc3ccc(-c4ccccc4)cc3)c(=O)c3ccccc3n2n1 (centres undefined)
95	-23.4	CC1CCCCC1NC(=O)Nc1ccccc1-n1cccn1 (centres undefined)
96	-6.6	Cc1ccnc(C(=O)Nc2ccc(Nc3cc(N4CCCC4)nc(C)n3)cc2)n1
97	-8.7	O=C(NC1CCCN(CC2CCCCC2)C1)c1ccc2scnc2c1 (centres undefined)
98	-2.1	CN(CCCc1cnn(C)c1)Cc1cc2ccc(F)cc2[nH]c1=O
99	9.2	O=C(c1ccc(F)cc1)c1c[nH]c2cc3c(cc2c1=O)OCCO3
100	6.5	CSc1ccc(NC(=O)C(C)C)nn1

Continuation.
no.	mcGAS MS inh	structure
101	-14.5	COc1cccc(C2=NN(C(C)=O)C(C(=O)N3CCCC3c3ccncc3)O2)c1 (centres undefined)
102	-11.3	CN1CCCC2(CCN(C(=O)CCc3nc(-c4ccncc4)no3)C2)C1=O (centres undefined)
103	-3.5	O=C(NCC1CCCO1)c1c(O)c2c([nH]c1=O)CCCC2 (centres undefined)
104	21.0	CCOc1ccccc1N1CCN(CC(=O)C(C#N)c2nc(C)cs2)CC1 (centres undefined)
105	-1.5	Cn1c(=O)[nH]c(=O)c2c1nc(NCc1ccccc1Cl)n2Cc1ccccc1Cl
106	-13.7	CC(C)Oc1ncccc1CNC(=O)N1CCCC1c1ccsc1 (centres undefined)
107	-11.7	CC(C)CC(=O)NCC1C(c2ccccc2)C1(C)C (centres undefined)
108	-3.1	O=C(NC1CCCC1)c1ccc(S(=O)(=O)NC2CC2)cc1
109	-6.7	CC(c1ccc(Cl)cc1Cl)N(C)C(=O)NCC1CC1 (centres undefined)
110	-8.9	CCn1cc(NC(=O)c2cccc(CN3CC[C@@H]4CCCC[C@H]4C3)c2)nn1
111	-7.3	CO[C@H]1CN(Cc2cnn(-c3ccc(C)c(C)c3)c2)CC[C@H]1N
112	-1.4	Cn1c(-c2cccs2)nn(CCNS(=O)(=O)c2ccccc2Cl)c1=O
113	-2.7	CSc1ccc(C(=O)NC(C)c2cnn(-c3ccccn3)c2C)cc1 (centres undefined)
114	-12.1	COc1ccc(/C=C/C(=O)NCCC(=O)Nc2ccc(CC#N)cc2)cc1
115	-7.0	C(#CCN1CCN(CC#CCOCc2ccccc2)CC1)COCc1ccccc1
116	-5.3	CCN(CC)c1ccc(C(=O)OCC(=O)c2ccccc2)cc1
117	-2.4	Cc1nc2n(n1)CC(Nc1ccc3nnc(-c4ccccc4)n3n1)CC2 (centres undefined)
118	-7.0	O=C1NCCN1C1CCCN(c2ccc3ccc(F)cc3n2)C1 (centres undefined)
119	-7.4	CN(C(=O)C1CC(c2ccccc2)=NO1)c1ccc(C(N)=O)cc1 (centres undefined)
120	-2.0	N#Cc1ccc(CS(=O)(=O)CC(=O)N(Cc2ccc(F)cc2)C2CC2)cc1
121	-24.0	CN(C)c1ccc(NS(=O)(=O)c2ccc(Cl)c(C#N)c2)cn1
122	-5.4	COC(=O)Cc1nnn(CC(=O)NC(C)(C#N)C(C)C)n1 (centres undefined)
123	0.0	COc1ccccc1OC1CN(Cc2cccc3c2OCO3)C1
124	1.3	C=C(C)CN=c1scc(C)n1N=Cc1sccc1C
125	15.4	COc1ccc(C(C)=O)cc1CN1C(=O)C(C)Sc2ccccc21 (centres undefined)

Individual results from the entries so far.
mcGAS MS inh with no. 124 reads 1.3
mcGAS MS inh with no. 105 reads -1.5

Later entries:
no.	mcGAS MS inh	structure
126	-4.9	Cn1cc(CN2CCCC(CCc3ccccc3C(F)(F)F)C2)cn1 (centres undefined)
127	1.3	O=C(O)c1csc(-c2cccc(C(F)(F)F)c2)n1
128	-5.6	CN1CCCn2c1nc1c2c(=O)n(Cc2ccc(F)cc2)c(=O)n1C
129	-24.0	OC1CCN(c2ccnc(N3CCCC(OCc4ccccn4)C3)n2)CC1 (centres undefined)
130	-6.2	Cn1nnc2c(SCc3cccnc3)ncnc21
131	-4.2	Cc1cc(C)n2c(CNC(C)c3cccc(Cl)c3)cnc2n1 (centres undefined)

Screening results as filed in PubChem.

This is a subset (hit frequency here may not be typical).
